# mIAP act: mouse IAP activation. activation factor at 10 µM. actives 0.24% (n = 330,000). AID 2805. muIAP, CDP-Star luminescence, 30 min; active compounds read high; 1 = vehicle-only enzyme signal, 0 = enzyme-free wells;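 active means activation factor of at least 2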; further: the source names both 10 and 20 µM as test concentration; values of inactives mirror those of a sister screen read the other way
#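 Assay system: mouse IAP enzyme; reagent: chemiluminescent substrate CDP-Star; dosing: test compounds delivered from DMSO solution; schedule: 30 min at room temperature; measured by: luminescence from enzymatic CDP-Star hydrolysis; controls: DMSO-only wells and no-enzyme negative control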
# APOBEC3A inh: inhibitors of human APOBEC3A DNA deaminase. actives 0.41% (n = 330,000). recombinant A3A, FAM/TAMRA ssDNA deamination fluorescence. P31941. inhibition, % at 20 µM. AID 493011;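 active means at least 40% inhibition at 20 µM here, with at most 30% in a related deaminase screen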;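 further: plate controls were A3A with DMSO for no effect and wells lacking A3A enzyme for full effect; some results filed as inactive read as strong as hits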
# Target sequence (P31941 whole entry, looked up): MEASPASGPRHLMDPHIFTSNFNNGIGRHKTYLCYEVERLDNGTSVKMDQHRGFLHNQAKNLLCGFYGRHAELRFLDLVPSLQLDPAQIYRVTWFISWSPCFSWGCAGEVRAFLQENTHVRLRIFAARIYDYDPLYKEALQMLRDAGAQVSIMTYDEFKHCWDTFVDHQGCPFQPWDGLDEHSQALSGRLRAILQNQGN
# SENP1 inh: blocks the human SENP1 SUMO protease catalytic domain. recombinant SENP1 catalytic domain, CyPet-SUMO1-YPet FRET cleavage. inhibition, % at 10 µM. actives 0.21% (n = 360,000). AID 624204;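 active means inhibition at least 30% at 10 µM, raw YFP signal under a set limit, fluorescence ratio 0.5 to 1.5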;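 further: 0% = enzyme with DMSO and 100% = no enzyme wells; some results filed as inactive read as strong as hits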
# Target sequence (Q9P0U3 419-644 limits assumed): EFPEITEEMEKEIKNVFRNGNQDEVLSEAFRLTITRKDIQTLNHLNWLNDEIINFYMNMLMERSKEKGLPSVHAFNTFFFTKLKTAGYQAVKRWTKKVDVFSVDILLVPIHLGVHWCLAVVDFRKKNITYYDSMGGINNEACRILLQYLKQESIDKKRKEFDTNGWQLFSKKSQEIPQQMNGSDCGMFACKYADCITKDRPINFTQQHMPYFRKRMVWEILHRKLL
#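 material = recombinant human SENP1 catalytic domain, His6-tagged | quantity = 20 pM enzyme | reagent = 25 nM SUMO1 FRET substrate | compound dosing = 10 µM single point, 0.5% DMSO | timing = 50 min enzyme reaction, room temperature, light-protected | detection = FRET, CFP and YFP emission | control set = no-enzyme low, enzyme-DMSO high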
# mIAP inh: blocks mouse intestinal alkaline phosphatase | purified mouse IAP, CDP-Star luminescence, 30 min | inhibition, % at 10 µM | actives 0.2% (n = 330,000);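 active means inhibition of at least 40% at 10 µM in the primary screen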;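 further: plate controls were DMSO with enzyme for no effect and no enzyme wells for full effect; values of inactives mirror those of a sister screen read the other way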
# NALP3 yeast inh: blocks the NALP3 inflammasome reconstituted in yeast. Yeast reconstituted NLRP3/ASC/caspase-1, beta-gal luminescence, 24 h. inhibition, % at 10 µM. actives 0.39% (n = 330,000). AID 2825;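 active means inhibition of 50% or more; inactive means inhibition below 50%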;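 further: plate controls were induced DMSO wells for no effect and uninduced yeast grown without galactose for full effect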
# hIAP act: increases human intestinal alkaline phosphatase activity | purified human IAP, CDP-Star luminescence, 30 min; active compounds read high; 1 = vehicle-only enzyme, 0 = enzyme-free background | activation factor at 10 µM | actives 0.16% (n = 330,000) | P09923;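 active means activation factor of the enzyme at least 2-fold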; further: the source names both 10 and 20 µM as test concentration; values of inactives mirror those of a sister screen read the other way
# A3G deaminase: inhibitors of human APOBEC3G DNA deaminase; recombinant A3G, ssDNA deamination FAM/TAMRA fluorescence; inhibition, % at 20 µM; actives 0.28% (n = 330,000); Q9HC16;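 active means inhibition of at least 40% at 20 µM, with no more than 30% in the related APOBEC3A deaminase screen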;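 further: plate controls were DMSO wells with A3G for no effect and wells lacking A3G enzyme for full effect; some compounds called inactive have numbers as strong as hits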
# Target sequence (Q9HC16 whole entry, looked up): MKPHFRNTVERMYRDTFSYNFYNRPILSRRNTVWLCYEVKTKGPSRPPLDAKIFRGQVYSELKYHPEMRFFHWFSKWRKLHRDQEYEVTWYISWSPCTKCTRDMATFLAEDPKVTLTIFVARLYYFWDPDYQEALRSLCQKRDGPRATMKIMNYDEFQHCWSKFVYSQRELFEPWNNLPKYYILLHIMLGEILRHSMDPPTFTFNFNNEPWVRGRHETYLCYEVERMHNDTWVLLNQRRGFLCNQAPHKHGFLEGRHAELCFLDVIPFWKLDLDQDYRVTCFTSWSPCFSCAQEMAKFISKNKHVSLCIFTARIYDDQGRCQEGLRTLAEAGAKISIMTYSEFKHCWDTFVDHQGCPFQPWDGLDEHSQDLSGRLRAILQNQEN
# MIN6 prolif: inducers of beta-cell replication in MIN6 cells. actives 0.29% (n = 330,000). MIN6 cells proliferation, ATPlite luminescence, 48 h; cells starved in 0.2% serum; 100% = growth in 10% serum. proliferation, % at 10 µM;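 active means compounds whose signal lies at least 3.5 SD above the mean of all wells on their plate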;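 further: 0% = DMSO-treated cells in low-serum medium and 100% = 10% serum control; some compounds called inactive have numbers as strong as hits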
# hIAP block: blocks human intestinal alkaline phosphatase; purified IAP, CDP-Star luminescence, 30 min; actives 0.12% (n = 330,000); inhibition, % at 10 µM;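 active means inhibition reaching a set limit with compound at 10 µM in the primary screen, cut at about 35% in these data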;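 further: plate controls were DMSO wells with enzyme for no effect and no-enzyme buffer wells for full effect; values of inactives mirror those of a sister screen read the other way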
# Active calls of the source: *; x = no result given. An excerpt (hit frequency here may not be typical).
SMILES,mIAP act,APOBEC3A inh,SENP1 inh,mIAP inh,NALP3 yeast inh,hIAP act,A3G deaminase,MIN6 prolif,hIAP block
Cc1ccc(S(=O)(=O)N2CCC(C(=O)OC(C)C(=O)NCc3ccccc3)CC2)cc1C (stereo not given),1.1,3,0,-7,-2,0.94,-8,-3,6
CCn1c(SCC(=O)Nc2cccc(C)n2)nnc1-c1ccco1,1.1,-4,-1,-9,-1,0.98,-9,0,2
CCOCCCNC(=S)N1CCN(Cc2ccc3c(c2)OCO3)CC1,0.94,-5,2,6,22,1,-11,-2,-4
O=C(CN(C(=O)CCC(=O)Nc1nccs1)c1ccc2c(c1)OCO2)NCC1CCCO1 (stereo not given),1,-1,1,-3,15,1.1,-3,-3,-5
Cc1ccc(N=C2SC(C(=O)O)CC(=O)N2C)cc1C (stereo not given),1.1,3,2,-6,19,0.95,0,-3,5
CC(=C/c1ccccc1)/C=N/n1cnnc1,0.99,-2,0,1,17,1.1,-7,-2,-8
NS(=O)(=O)c1ccc(NC(=O)CCC2CCCCC2)cc1,1.1,-2,0,-11,0,1,-2,-1,-2
CCOc1ccc2nc(SCc3cccc(C)c3)nc(C)c2c1,0.97,-2,-3,3,13,1.1,-7,0,-14
N/C(Cc1cccs1)=N\OC(=O)COc1ccccc1,1,-5,2,-4,13,0.94,-5,-2,6
N#C/C(=C\c1ccco1)C(=O)Nc1cccc2ncccc12,1,3,-6,-4,8,1.1,-6,0,-8
O=C(NCc1nc2ccccc2[nH]1)C1CCCCC1,1.1,0,0,-5,6,1.1,-4,0,-8
O=C1CCC([N+](=O)[O-])C(c2ccc(C(F)(F)F)cc2)N1 (stereo not given),1.1,-1,-2,-9,12,1.1,2,1,-6
O=C(NNC(=O)c1ccc2nonc2c1)Nc1ccc(Cl)cc1,0.85,-1,2,15,33,0.95,1,-2,5
COCCN(Cc1ccccc1)C(=O)C1CCN(C(=O)Nc2ccccc2)CC1,1.1,-3,-2,-11,-3,1,-9,-1,0
O=C(CCc1nc2ccccc2c(=O)[nH]1)Nc1cc(Cl)ccc1N1CCCCC1,1,-4,-11,-3,13,0.95,-4,0,5
O=C(CCc1c[nH]c2ccccc12)NCc1ccc2c(c1)OCO2,1,2,1,-3,19,1,-1,0,-3
CCOC(=O)C(NC(=O)CC)(N1CCc2ccccc2C1)C(F)(F)F (stereo not given),0.99,2,-1,1,7,0.94,1,-2,6
CC1=[N+](C)N(c2ccccc2)C(=O)C1N=Cc1c(Cl)cccc1Cl (stereo not given),0.92,-3,-1,8,-8,1,-8,4,0
O=C(COC(=O)CSc1ccc(Cl)cc1)Nc1ccccc1,0.97,-3,5,3,2,1.1,-3,-3,-8
CCOC(=O)c1sc(NC(=O)C2CC2)nc1C,1.1,-6,-1,-6,5,0.92,-9,4,8
COc1ccc(C(=O)OCC(=O)c2ccc(Cl)s2)c(OC)c1OC,0.96,5,3,4,30,1.1,-4,-1,-8
Nc1cc(C(F)(F)F)ccc1Nc1ccccc1,0.91,0,2,9,-43,0.95,0,-3,4
COC(=O)C1=C(N)Oc2cc(C)[nH]c(=O)c2C1c1cccnc1 (stereo not given),0.95,-15,-2,5,9,0.99,-8,1,1
COc1ccccc1C(=O)Nc1c(C)n(C)n(-c2ccccc2)c1=O,0.93,-2,0,7,-4,0.97,-6,0,3
O=C(O)CN1C(=O)/C(=C/C=C/c2ccccc2)SC1=S,0.86,3,1,14,3,0.9,3,-5,10

# Grouped by structure, the entries above with a furan ring, fused or not
SMILES,mIAP act,APOBEC3A inh,SENP1 inh,mIAP inh,NALP3 yeast inh,hIAP act,A3G deaminase,MIN6 prolif,hIAP block
CCn1c(SCC(=O)Nc2cccc(C)n2)nnc1-c1ccco1,1.1,-4,-1,-9,-1,0.98,-9,0,2
N#C/C(=C\c1ccco1)C(=O)Nc1cccc2ncccc12,1,3,-6,-4,8,1.1,-6,0,-8

# More entries
SMILES,mIAP act,APOBEC3A inh,SENP1 inh,mIAP inh,NALP3 yeast inh,hIAP act,A3G deaminase,MIN6 prolif,hIAP block
CO/N=C(\c1nonc1N)N1CCN(c2ccc([N+](=O)[O-])cc2Cl)CC1,1,1,-1,0,33,1,-2,-2,0
CCOC(=O)c1c[nH]c2c(Cl)ccc(Cl)c2c1=O,1,0,1,-2,25,0.99,7,-3,1
CCCCCCCCCCCCN1[C@@H](CC(=O)OC)c2cc(F)cc(F)c2S1(=O)=O,0.93,-3,-2,7,20,1.2,-4,-8,-16
CCOc1ccc(-c2cc(C(=O)NN=C3CCN(C)CC3)[nH]n2)cc1,0.98,-1,-1,2,5,1.1,-5,-1,-14
NS(=O)(=O)c1ccc(NNC(=O)c2ccc(F)cc2F)cc1,0.96,0,3,4,6,0.81,0,-1,19
On1nnc2ccc3ccccc3c21,1.1,0,3,-5,0,1,0,0,0
Clc1ccc(-c2nnc3n2CCCC3)cc1,1,-2,2,-1,5,0.92,-5,-2,8
CC(C)c1[nH]nc2c1C(c1cccs1)C(C#N)=C(N)O2 (stereo not given),0.91,-3,0,9,32,1.2,-2,0,-24
COc1cccc(CC(=O)OC(C)C(=O)NCc2ccc3c(c2)OCO3)c1 (stereo not given),0.94,-4,1,6,15,0.84,-12,1,16
O=C(NCc1ccccc1)c1ccc2nc(-c3ccco3)c(-c3ccco3)nc2c1,0.69,91,-22,32,23,1,86,1,-4
CCCCN(C(=O)c1cc2c(s1)CCC2)c1c(N)n(CCCC)c(=O)[nH]c1=O,1,19,-13,0,-1,1,9,0,0
CN(C)CCNCCCOc1ccccc1-c1ccccc1,0.97,3,x,2,9,1.1,1,-3,-6
COCCCn1c(=S)[nH]c2ccc(N3CCOCC3)cc2c1=O,1,-4,-26,-1,0,1.2,-6,0,-22
Cc1cc(-c2ccc(Cl)cc2Cl)c(C#N)c(=O)[nH]1,0.96,-1,-15,4,-14,0.97,-6,-3,3
CCN(CC)CCn1c(NCc2ccc(C)o2)nc2ccccc21,0.96,-4,-5,4,-4,0.93,-4,-1,7
N#CC(C(=O)NC1CC1)c1nc2ccccc2nc1N1CCN(C/C=C/c2ccccc2)CC1 (stereo not given),0.89,-3,-21,11,33,0.99,-6,-3,1
CCc1ccc2[nH]c(=O)c(C(c3nnnn3Cc3ccc(OC)cc3)N3CCOCC3)cc2c1 (stereo not given),1,0,-3,-2,10,0.77,-5,1,23
CC(=O)NC(Cc1ccc(C)cc1)C(=O)NC1CCN(C(=O)c2ccc([N+](=O)[O-])cc2)CC1 (stereo not given),0.97,4,2,3,4,0.97,-3,-1,3
O=C(O)c1c(C(=O)N2N=C3/C(=C/c4ccccc4)CCCC3C2c2ccccc2)cccc1[N+](=O)[O-] (stereo not given),0.97,-1,0,3,4,0.94,-6,-2,6
CCC(C)NC(=O)C1CCN(S(=O)(=O)N2CCC3(CC2)OCCO3)CC1 (stereo not given),1,-1,0,-2,18,1,-8,-3,-2
CCCc1ccc2oc(C(=O)N3CCC(N4CCCC(O)C4)CC3)c(C)c2c1 (stereo not given),1,1,-17,-4,11,1.1,-2,-3,-10
COc1cc(C(=O)NCc2cn3ccsc3n2)cc(OC)c1OC,1.1,-2,-1,-8,11,1,-2,0,-2
COC(=O)CSc1nnc2n1C(C)(C)Cc1ccccc1-2,1,-1,2,-4,1,1.2,-2,1,-16
CC(=O)Nc1ccc(S(=O)(=O)Oc2ccc(C=O)cc2)cc1,1.1,1,0,-7,-1,0.98,-10,2,2
CN(C)c1cc[n+](/C(C(=S)Nc2ccc(SC(F)F)cc2)=C(/[O-])c2ccccc2)cc1,0.71,-1,1,29,6,0.96,-6,-3,4
FC(F)(F)c1cc(NC2CCCCC2)ccn1,1,-1,-1,0,11,1,-9,0,-1
C[C@H](CO)N1C[C@H](C)[C@@H](CN(C)C(=O)Nc2ccc(C(F)(F)F)cc2)Oc2ccc(NS(=O)(=O)c3cn(C)cn3)cc2C1=O,1.1,-2,2,-13,1,1,-3,0,0
CC(C)c1ccc(C2(C)NC(=O)N(CC(=O)NCC3COc4ccccc4O3)C2=O)cc1 (stereo not given),1.2,-2,2,-24,26,1.1,-5,-5,-12
COc1cccc(CN2CCNC(=O)C2CC(=O)NC2Cc3ccccc3C2)c1 (stereo not given),0.96,-1,-12,4,12,1.2,-7,1,-19
COC(=O)c1cccc(NC(=O)CSc2nnc(-c3ccco3)o2)c1,0.9,-2,2,10,12,0.98,1,-2,2
COC(=O)c1cccc(NC(=O)/C(=C\c2ccccc2)NC(=O)c2ccccc2Cl)c1,0.88,-3,3,12,12,1.1,-6,2,-8
COc1ccc(NC(=O)c2ccc(-c3ccc(C)c4ccccc34)o2)cc1,1,4,1,-2,18,0.89,6,-3,11
CC1(C)Oc2ccc(C(=O)NN)cc2NC1=O,0.92,1,1,8,0,0.96,17,-2,4
CC1CCN(C(=O)CSc2ccc(-c3ccccc3)nn2)CC1,0.93,-5,3,7,-7,1,-4,3,-5
Nn1c(SCc2ccccc2)nc2c(cnn2-c2ccccc2)c1=O,0.95,-2,1,5,35,1,-7,4,0
CCc1c(O)nc(SCC(=O)Nc2ccccc2OC)n(-c2ccccc2C)c1=O,1,1,0,-4,0,0.97,2,-6,3
O=C(NC1CCCN(C2Cc3ccccc3C2)C1)c1ccc(F)cc1Cl (stereo not given),0.98,-6,-8,2,25,1.1,-5,3,-7
CCCCN(C)C(=O)C(Cc1ccccc1)NS(=O)(=O)c1ccc2c(c1)CCC(=O)N2 (stereo not given),0.94,-3,1,6,7,0.91,-6,4,9
COc1cccc(C(=O)NC(=S)Nc2ccc(Cl)cc2C(=O)O)c1,0.83,1,0,17,41,1.1,-3,1,-10
CC(C)C[C@H](NC(=O)C1CC(=O)N(c2ccc3c(c2)OCCO3)C1)C(=O)N1CCCCC1 (stereo not given in full),1,-4,-1,-1,7,1.2,-4,-1,-17
CSCCC(C(=O)N1C[C@]2(C)C[C@H]1CC(C)(C)C2)N1C(=O)c2ccccc2C1=O (stereo not given in full),0.98,-5,1,2,-17,0.99,-7,-3,1
Cc1ccc(C)c(OCc2cc(C(=O)NC(C)c3cnn(C)c3)no2)c1 (stereo not given),0.95,-3,-4,5,13,1,-4,-2,0
Cc1cc(NCCNC2=CC(=O)CCC2)nc2ccccc12,1,-5,-11,0,1,0.94,-13,-1,6
CC(C)NS(=O)(=O)c1ccc(OCC(N)=O)c(Cl)c1,1,-4,1,-4,7,0.94,-6,-2,6
CCCn1c(N)c(N(CCOC)C(=O)CSc2cc(C)c3cccc(C)c3n2)c(=O)[nH]c1=O,1.1,-2,0,-6,-3,0.98,-9,4,2
CCC(=O)NC(C)c1nc2ccccc2n1C (stereo not given),0.99,4,-1,1,-1,0.99,0,-2,1
